Efflux pump inh: blocks antifungal efflux pumps in multiplex yeast assay | inhibition, % at 10 µM | hit rate 0.44% among 330,000 | S. cerevisiae Candida pump triplex, Nile Red efflux;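 active = plate passing quality check with inhibition over a set limit, or well fluorescence over plate mean plus 4 SD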;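 also: Nile Red retained in pooled yeast measured as flow cytometry median fluorescence; 0% = buffer negative control and 100% = Enniatin B positive control; higher means more Nile Red kept so more efflux inhibition; some compounds called inactive have numbers as strong as hits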
AGP1-GFP MLPCN: alters AGP1-GFP fluorescence in TOR pathway yeast screen; S. cerevisiae AGP1-GFP multiplex flow cytometry, 3 h; GFP as percent of DMSO wells; GFP response vs DMSO, % at 10 µM; hit rate 0.02% among 320,000; AID 2066;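 active = GFP response relative to DMSO above a set limit, near screen average plus 3 SD, cut at about 150% in these data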;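 also: median GFP channel fluorescence of the gated AGP1 strain per well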
Yeast superoxide: yeast age-related superoxide inhibition as caloric restriction mimetic | S. cerevisiae aged cells, superoxide DHE fluorescence; active compounds read low | superoxide response (% of plate mean), % at 10 µM | hit rate 0.18% among 330,000;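 active = superoxide response under a set limit, about three screen SD below normal, cut at about 65% in these data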;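 also: yeast aged for seven days with compound at 30 °C before DHE staining; 100% = average MFI of all compound-treated wells on the plate with controls excluded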
CIT2-GFP yeast: alters CIT2-GFP fluorescence in TOR pathway yeast screen. S. cerevisiae CIT2-GFP strain, flow cytometry, 3 h; 100 means same as DMSO wells. GFP response vs DMSO, % at 10 µM. hit rate 0.065% among 320,000. AID 2029;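 active = GFP response relative to DMSO above a set limit, near the screen mean plus 3 SD, cut at about 150% in these data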;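 also: ratio of well median GFP fluorescence to mean of DMSO wells on the plate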
RPL19A-GFP yeast: modulators of TOR pathway RPL19A-GFP in S. cerevisiae; AID 2025; hit rate 0.3% among 330,000; S. cerevisiae RPL19A-GFP strain, flow cytometry, 3 h; active compounds read low; percent response vs DMSO, % at 10 µM;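 active = percent response vs DMSO below 50%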;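 also: median channel GFP fluorescence of the barcoded RPL19A-GFP strain; ratio of sample median GFP to plate DMSO average so 100% = DMSO; lower means less RPL19A-GFP as with rapamycin TOR inhibition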
LAP4 TOR yeast: modulators of TOR pathway LAP4-GFP in S. cerevisiae; S. cerevisiae LAP4-GFP multiplex, flow cytometry GFP, 3 h; median GFP as percent of DMSO wells; GFP response vs DMSO, % at 10 µM; hit rate 0.34% among 320,000;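 active = GFP response vs DMSO above a set limit, about the screen mean plus 3 SD, cut at about 150% in these data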
AHR act: activators of human aryl hydrocarbon receptor; AHR-responsive luciferase reporter cells, luminescence; P35869; activation, % at 5 µM; hit rate 2.5% among 320,000; in the data active = activation above about 47%;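 also: 0% = vehicle wells and 100% = reference agonist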
Target sequence (P35869 whole entry, looked up): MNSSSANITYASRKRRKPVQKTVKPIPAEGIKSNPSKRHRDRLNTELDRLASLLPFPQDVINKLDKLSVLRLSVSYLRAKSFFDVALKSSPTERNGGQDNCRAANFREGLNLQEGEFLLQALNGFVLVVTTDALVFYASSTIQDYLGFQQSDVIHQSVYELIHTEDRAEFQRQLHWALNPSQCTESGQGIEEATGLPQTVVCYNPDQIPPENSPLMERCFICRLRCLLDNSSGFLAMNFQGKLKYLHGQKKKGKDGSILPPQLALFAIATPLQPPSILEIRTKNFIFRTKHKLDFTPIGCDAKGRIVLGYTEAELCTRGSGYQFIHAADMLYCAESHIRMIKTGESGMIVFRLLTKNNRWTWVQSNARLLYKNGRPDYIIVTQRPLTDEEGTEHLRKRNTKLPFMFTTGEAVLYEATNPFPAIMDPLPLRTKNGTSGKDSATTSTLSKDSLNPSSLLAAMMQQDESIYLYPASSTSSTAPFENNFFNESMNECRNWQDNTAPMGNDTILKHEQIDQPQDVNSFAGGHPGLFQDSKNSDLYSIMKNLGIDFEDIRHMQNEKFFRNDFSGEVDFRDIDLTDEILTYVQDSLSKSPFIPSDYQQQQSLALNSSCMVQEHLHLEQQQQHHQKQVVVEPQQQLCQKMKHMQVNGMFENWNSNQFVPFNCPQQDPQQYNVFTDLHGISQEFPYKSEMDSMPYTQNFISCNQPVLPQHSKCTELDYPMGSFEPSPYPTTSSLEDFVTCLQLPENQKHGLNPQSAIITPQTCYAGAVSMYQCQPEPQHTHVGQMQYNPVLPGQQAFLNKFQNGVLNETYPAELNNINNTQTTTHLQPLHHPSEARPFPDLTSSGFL
MEP2 TOR yeast: yeast TOR pathway MEP2-GFP modulation; AID 2016; hit rate 0.51% among 330,000; GFP response vs DMSO, % at 10 µM; S. cerevisiae MEP2-GFP strain, flow cytometry GFP, 3 h; 100% = DMSO control level;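 active = GFP response versus DMSO above a set limit, roughly screen mean plus 3 SD, cut at about 180% in these data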;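 also: median GFP fluorescence of the barcode-gated MEP2-GFP cells per well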
The depositor's hits bear a star; x = no result given.

SMILES	Efflux pump inh	AGP1-GFP MLPCN	Yeast superoxide	CIT2-GFP yeast	RPL19A-GFP yeast	LAP4 TOR yeast	AHR act	MEP2 TOR yeast
COc1ccc(N(CC(=O)Nc2ccc(S(=O)(=O)N3CCOCC3)cc2)S(=O)(=O)c2ccc(F)cc2)cc1	-0.1	104	91	101	96	99	14	99
O=C(/C=C/c1ccccc1)NC(=S)Nc1ccc(CN2CCOCC2)cc1	0.0	111	110	114	109	103	3	112
O=C(Nc1ccc(S(=O)(=O)Nc2nccs2)cc1)c1ccc(F)c(S(=O)(=O)N2CCOCC2)c1	0.0	97	98	86	94	102	3	97
CC/C=C\[C@H](O)[C@H](O)C1=C(C)C(=O)[C@]2(O1)C(=O)N[C@@](OC)(C(=O)c1ccccc1)C2O (some centres not stated)	0.0	104	76	100	99	102	-1	106
CC(C)N1CCc2[nH]c(=S)[nH]c(=O)c2C1	0.0	103	100	106	99	99	-1	105
N#CC(C(=O)C12CC3CC(CC(C3)C1)C2)c1nc2ccccc2[nH]1 (configuration not stated)	0.3	90	89	90	92	98	10	90
CC1CCN(C(=O)Cn2nnc(-c3ccc([N+](=O)[O-])cc3)n2)CC1	0.1	98	98	100	106	100	-2	103
O=C(Nc1ccc(S(=O)(=O)N2CCCC2)cc1)c1ccc([N+](=O)[O-])o1	-0.1	104	101	109	102	96	-1	103
COc1ccc(C)cc1NC(=O)C1CCN(S(=O)(=O)c2cccc3cccnc23)CC1	0.3	104	98	99	96	100	11	114
Cc1cccn2c(CNCC3OCCc4ccccc43)c(C(=O)N3CCCCC3)nc12 (configuration not stated)	0.3	96	107	99	98	99	4	104
CCCCOc1ccc(Cc2n[nH]c(=S)n2N)cc1	-0.4	107	99	112	104	104	-2	111
CCOc1ccccc1NC(=O)CCSc1nc2n[nH]c(C)c2c(=N)n1-c1ccccc1Cl	0.2	101	105	106	98	95	11	100
CC(=O)Nc1ccc(-n2nnnc2SCC(=O)NCc2cccs2)cc1	-0.1	98	96	95	96	110	3	97
C=CCN(CC=C)CCOc1ccc2ccccc2c1	0.0	94	92	101	99	95	5	101
O=C(O)Cc1cn(Cc2ccc(F)cc2)c2ccccc12	-0.3	95	98	91	98	97	5	99
CN(CCOCCOc1ccc(F)cc1)Cc1ccccc1	-0.1	107	101	109	105	90	2	103
O=C(O)c1ccccc1-c1ccccc1C(=O)Nc1ccccc1-c1ccccc1	0.2	98	102	97	103	98	5	100
NC(=O)CC(NC(=O)Cc1cccc2ccccc12)c1ccc(N2CCCCCCC2)c([N+](=O)[O-])c1 (configuration not stated)	0.0	113	109	97	98	97	1	106
c1ccc(SCCOCCN2CCc3ccccc3C2)cc1	0.2	98	106	99	103	92	14	104
COc1ccc(OC(=O)c2cc3ccccc3o2)cc1	0.0	100	111	90	101	105	4	98
CSc1ncccc1C(=O)Nc1nccs1	0.1	97	98	105	106	96	22	104
Cn1c(CNC(=O)c2ccco2)nnc1SCC(=O)N1CCN(c2ccccc2)CC1	-0.1	100	92	106	101	109	-1	108
CC1(C)C2CC=C(/C=N/NC(=S)Nc3cccnc3)C1C2 (configuration not stated)	0.0	98	102	96	96	101	65*	97
O=C(CSc1nc2ccccc2[nH]1)N/N=C/C=C/c1ccccc1[N+](=O)[O-]	-0.1	93	99	95	98	85	26	89
Cc1nonc1CC(=O)NC1CCCc2c1cnn2-c1ccc(F)cc1F (configuration not stated)	0.1	103	94	111	108	93	1	107
COc1ccccc1NC(=O)C(C/C=C(\C)Cl)C(C)=O (configuration not stated)	-0.1	105	90	104	100	101	11	97
Cn1cc(CCC(=O)N2CCCC(C(=O)c3cccc4ccccc34)C2)cn1 (configuration not stated)	0.1	99	81	x	95	96	3	96
CCN(CC)S(=O)(=O)c1cc(NC(=O)Cc2ccsc2)ccc1C	-0.1	102	90	105	103	93	1	100
Cc1ccc(-c2nc(CSCC(=O)N3CCOCC3)c(C)o2)cc1	-0.2	89	95	x	94	92	-8	88
Cc1cc(C)nc(SCc2nnc(SCC(N)=O)n2Cc2ccco2)n1	-0.3	x	98	105	98	107	0	102
CN=C(Nc1cc(Cl)ccc1Cl)SC1CC(=O)N(c2ccc(C(=O)OC)cc2)C1=O (configuration not stated)	0.0	109	125	105	100	108	5	110
CC(Oc1ccc2c(=O)c(-c3ccc(Cl)cc3)c(C(F)(F)F)oc2c1)C(=O)O (configuration not stated)	-0.1	101	109	82	93	100	1	94
COc1ccc(C(=O)c2ccc(OC)c(Br)c2)cc1Br	-0.2	104	114	105	108	100	4	102
Cc1c(NC(=O)C2CCCN2C(=O)c2cccs2)c(=O)n(-c2ccccc2)n1C (configuration not stated)	0.1	x	103	92	94	73	1	78
CCC(=O)OC1(C)C(=O)C=C2C=C(CCCC(=O)OC)OC=C2C1=O (configuration not stated)	-0.1	90	102	88	94	88	-2	87
COc1ccc(-c2cnc3ccccc3n2)cc1NC(=O)CNC(=O)c1ccccc1	-0.5	91	108	97	109	75	117*	109
COc1cc(N)ccc1NC(=O)c1cc2ccccc2o1	0.1	95	93	97	110	103	107*	105
CN(C(=O)CCn1c(=S)oc2ccccc21)C1CCCCC1	0.0	107	105	96	100	104	4	100
Cc1ccc(Nc2nc(C(=O)N3CCC(C(=O)NCc4ccccc4)CC3)cs2)cc1	0.7	91	98	89	95	103	4	103
CCn1c(=O)c2c(nc3n2CC(C)CN3CCc2ccccc2)n(C)c1=O (configuration not stated)	-0.2	100	100	88	100	106	-1	94
O=C1Cn2c(nc3ccccc32)-c2ccccc2N1	0.1	93	119	87	95	105	16	100
Cc1nc(SCC(N)=O)c([N+](=O)[O-])[nH]1	0.0	101	98	102	97	100	1	101
Cn1c(=O)c(C(=O)NCC2CCCO2)c(O)c2ccccc21 (configuration not stated)	0.1	84	83	59	96	97	16	85
COc1ccc(N(CC(=O)N/N=C/c2cc3ccc(OC)cc3nc2Cl)S(=O)(=O)c2ccccc2)cc1	-0.2	102	116	100	103	105	5	105
Cc1ccc(CN2CCN(C(=O)c3ccco3)CC2)cc1	0.2	86	119	90	91	90	1	94
CNc1nc(-c2ccc3c(c2)CCN3C(=O)c2ccccc2C)cs1	0.4	102	93	100	99	100	17	110
COc1ccc2oc(C(=O)Nc3nnc(C)s3)c(C)c2c1	-0.1	85	103	94	91	88	-7	92
C=C(C)CSc1nnc(CCNC(=O)OC(C)(C)C)o1	0.1	104	75	93	96	102	1	100
O=C(COc1nncc2ccccc12)Nc1ccc(F)c(F)c1	0.0	83	106	98	98	106	-1	74
O=C(Cn1nnc(-c2ccccc2)n1)NC1CCS(=O)(=O)C1 (configuration not stated)	0.1	100	93	104	104	106	6	105
(list continues)
SMILES	Efflux pump inh	AGP1-GFP MLPCN	Yeast superoxide	CIT2-GFP yeast	RPL19A-GFP yeast	LAP4 TOR yeast	AHR act	MEP2 TOR yeast
Cc1ccccc1NC(=O)Cn1c(C)nc2ccc(N)cc2c1=O	-0.1	98	101	97	94	96	2	98
COc1ccccc1Oc1ccc(S(=O)(=O)N2CCCC2)cc1	0.0	108	111	105	105	102	15	104
NC(=O)C1CCN(c2nnnn2-c2ccccc2)CC1	0.3	95	96	94	97	97	-2	97
CCOc1ccc(C(=O)Nc2ccncc2)cc1	-0.1	102	97	98	101	97	16	104
O=S(=O)(c1ccccc1)N1CCN(c2nc3ccccc3s2)CC1	0.0	107	119	101	105	113	-4	100
OC1C2(Cc3ccccc3)CN3CCN(C2)CC1(Cc1ccccc1)C3 (configuration not stated)	-0.1	101	94	101	103	102	0	104
N#CCCN(C(=O)COC(=O)CSc1ccc(Cl)cc1)c1ccccc1	0.3	97	112	96	96	96	0	101
Cc1ccccc1S(=O)(=O)NNC(=O)C(=O)NNc1ccccn1	0.1	103	91	113	104	105	3	107
O=C(O)COc1cccc2ccccc12	0.0	109	116	108	104	101	5	104
CCCN1C(=O)c2ccccc2NC1c1ccc(OC)cc1O (configuration not stated)	-0.1	99	99	100	99	93	0	98
CCCc1nc2sc3c(c2c(=O)n1NC(=O)CCCl)CCCC3	-0.1	103	102	100	99	101	5	100
O=C(NC(=S)NC1CC1)c1cccnc1	-0.1	x	94	104	102	108	-2	111
CC(=O)C1=C(O)CCC1=NCCc1ccccc1	0.1	91	104	90	92	94	-4	97
Cc1nc(N)nc(N)c1CCCc1ccc(Cl)c(Cl)c1	0.2	103	102	103	102	101	4	104
Cc1cc(C)n(-c2ncnc3sc(C)c(C)c23)n1	0.1	102	102	96	98	110	5	107
COc1ccc(C(c2nnnn2CCc2ccccc2)N2CCN(C3CCCC3)CC2)cc1OC (configuration not stated)	-0.1	89	91	82	91	x	-2	88
CCCCOC(=O)CSC1=C(C#N)C(c2cccnc2)C(C(=O)OCC)=C(c2ccccc2)N1 (configuration not stated)	-0.1	98	98	90	96	106	1	99
N#C/C(C(=O)N1CCCCC1)=C1/N=C(NC(=O)c2ccc(F)cc2)c2ccccc21	0.1	67	98	100	96	94	-1	96
Cc1ccc(-c2nc(CS(=O)(=O)CC(=O)NCc3ccc4c(c3)OCO4)c(C)o2)cc1	0.0	97	78	94	94	95	-1	102
Cc1sc(NC(=O)c2ccco2)c(C(c2cccnc2)N2CCN(CCO)CC2)c1C (configuration not stated)	-0.1	87	83	101	93	76	1	100
COc1cc(C(=O)OCC(=O)NC2CCCCC2)cc(OC)c1OC	0.4	105	102	102	104	102	2	105
NC(=O)c1c(NC(=O)CSc2nnc(-c3ccco3)n2N)sc2c1CCCC2	-0.1	93	96	87	93	96	20	92
CCCCN(C(=O)c1c(C)noc1C)c1c(N)n(CCCC)c(=O)[nH]c1=O	0.1	95	107	95	94	94	2	102
Cc1cccn2c(=O)c3cc(C(=O)NC4CCCC4)c(=N)n(C4CCCCC4)c3nc12	-0.1	100	101	108	101	88	21	102
Cc1ccccc1C(=O)NC(=S)NCC1CCCO1 (configuration not stated)	0.2	101	121	101	101	96	13	101
NC(=O)c1ccccc1NC(=O)N1CCOCC1	0.0	100	102	103	105	86	1	97
CCOc1ccccc1N1C(=O)CN(Cc2ccc(OC)c(OC)c2)C1=S	0.2	97	96	102	105	90	4	105
CC(=O)Oc1ccc(C(=O)Nc2cccc(-c3nnc(-c4ccco4)o3)c2)cc1	-0.1	105	105	99	96	109	-3	101
CC(=O)OCC1=C(C(=O)O)N2C(=O)C(NC(=O)c3ccc(COc4c(C)cccc4Cl)o3)C2SC1 (configuration not stated)	0.1	83	93	87	88	87	5	84
COc1ccc(CO[C@@H]2O[C@H](CO)[C@@H](O)[C@H](O)[C@H]2NC(C)=O)cc1OC	-0.1	101	95	101	99	93	x	99

Arranged by value in LAP4 TOR yeast (ascending): 3 of the compounds above.
molecule	Efflux pump inh	AGP1-GFP MLPCN	CIT2-GFP yeast	RPL19A-GFP yeast	LAP4 TOR yeast	AHR act	MEP2 TOR yeast
CC(=O)OCC1=C(C(=O)O)N2C(=O)C(NC(=O)c3ccc(COc4c(C)cccc4Cl)o3)C2SC1 (configuration not stated)	0.1	83	87	88	87	5	84
Cc1cccn2c(=O)c3cc(C(=O)NC4CCCC4)c(=N)n(C4CCCCC4)c3nc12	-0.1	100	108	101	88	21	102
Cc1ccccc1C(=O)NC(=S)NCC1CCCO1 (configuration not stated)	0.2	101	101	101	96	13	101

Remaining list, next part.
SMILES	Efflux pump inh	AGP1-GFP MLPCN	Yeast superoxide	CIT2-GFP yeast	RPL19A-GFP yeast	LAP4 TOR yeast	AHR act	MEP2 TOR yeast
Cc1ccc(/C=C/C(=O)Nc2ccccc2C(N)=O)cc1	0.0	103	92	111	105	106	0	102
CC(C)(C)C1CCc2nc(NC(=O)Cc3cn4ccsc4n3)sc2C1 (configuration not stated)	0.0	89	101	92	91	82	1	89
Cc1cccc(-c2nc3ccc(C(=O)NCCN4CCN(C)CC4)cc3nc2-c2cccc(C)c2)c1	0.1	98	85	97	99	94	0	98
O=C(Nc1cccc(S(=O)(=O)N2CCCCC2)c1)c1ccc(Cl)nc1	-0.1	50	113	69	89	86	3	108
C/C(CC(O)c1ccc2ccccc2n1)=N/O (configuration not stated)	-0.1	112	77	111	x	107	-1	106
